Tb PYK inh – T. brucei pyruvate kinase inhibition; Q57TT1; TbPYK enzyme, Kinase-Glo Plus ATP luminescence, 45 min; Potency, µM (top dose mostly 76.8 µM), for the others: top-dose activity, negative = inhibition, most hits filed as inhibitors; 410,000 tested, 0.12% active; active = well fitted inhibition curve with a large enough effect; inconclusive = small, poorly fitted or top-dose-only effect; note: nearly all actives have a fitted effect of over 50% in size
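Luminescent Kinase-Glo Plus end-point after 45 min room-temperature reaction of T. brucei pyruvate kinase started with 130 uM ADP (final). Buffer TEA 50 mM pH 7.2 with KCl, MgCl2, BSA, Tween-20; titration-based qHTS with fitted concentration-effect curves.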
* marks the source's active call; other numbers are inactive results; ? = inconclusive; [ ] = dose if it differs, or a comment. % is set by controls: 0 for no effect and ±100 for the full control effect; potency is the fitted concentration of half-maximal effect. A portion of the library, so the mix of outcomes need not match the whole.

mol | Tb PYK inh
Cc1ccc(CNC(=O)CSc2c3c(nc4cc(Cl)ccc24)CCCC3)cc1 | -10.2%
CCCCC(c1nc2ccccc2[nH]1)n1c(=O)c(-c2ccccc2)nc2cc(C)c(C)cc21 (stereo not drawn) | -4.7%
COC(=O)c1cc(=O)c2c(ccc3oc(=O)ccc32)[nH]1 | -1.3%
O=[N+]([O-])c1ccccc1N=Nc1c(O)[nH]c2ccc(F)cc12 | -0.9%
CSc1ccccc1-c1ccc2nccn2c1 | -9.6%
COc1cccc(NC(=O)COC(=O)c2ccc3c(c2)OCCO3)c1 | -2.2%
O=C(CCn1c(=O)c2cccn2c2cccnc21)NCc1ccccc1Br | 1.8%
CC(C)OCCCNC(=O)C(=O)Nc1ccc2nc3n(c(=O)c2c1)CCCCC3 | -2.4%
COc1ccc(CCNC(=O)CSC2=Nc3ccccc3C3=NC(CCC(=O)NCc4ccccc4)C(=O)N23)cc1OC (stereo not drawn) | 0.0%
CCc1cc2c(cc3c(=O)n(CC(=O)NC4CCCCC4)nc(CC)n32)s1 | -2.4%
Cn1c(=O)c(=O)n(C)c2cc(S(=O)(=O)Nc3ccc(Cl)c(C(F)(F)F)c3)ccc21 | -6.2%
O=C(NCC(c1ccco1)S(=O)(=O)c1cccs1)c1c(F)cccc1F (stereo not drawn) | -0.3%
OC[C@@H]1CN(Cc2ccc3c(c2)OCO3)C[C@H](n2cnc3c(NCc4ccc(F)cc4)ncnc32)O1 | 0.3%
O=C1c2ccccc2C(c2nnnn2Cc2ccccc2)N1Cc1cccnc1 (stereo not drawn) | 4.1%
CCCN(CCC)C(=O)CSc1nc2ccccc2c(=O)n1Cc1ccco1 | -9.5%
C=CCN(CC=C)Cc1cc(=O)oc2ccc3ccccc3c12 | 2.4%
Cn1ccc2c(-c3ccc(C(N)=O)cc3)cc3c(c21)C1CCC3O1 (stereo not drawn) | -1.7%
Cc1ccc(CNC(=O)CCNS(=O)(=O)c2ccc3c(c2)CCCC(=O)N3)cc1 | -0.8%
COc1ccc(S(=O)(=O)N2CCC(c3ccncc3)CC2)cc1OC | 3.9%
CCCN1CCN(C(=O)Cn2c(-c3cccs3)cc3ccccc32)CC1 | -10.6%
COc1ccc(NC(=O)c2ccc3c(c2)CCN3S(C)(=O)=O)cc1 | -1.7%
CN(Cc1ccccc1)c1ncnc2c1nnn2C | 2.0%
COc1ccc(C2C(C)C(=O)C(C)C(c3ccc(OC)cc3)N2N=O)cc1 (stereo not drawn) | 1.8%
COCCNC(=O)C1(C)CCCN(Cc2ccc(OC)cc2)C1 (stereo not drawn) | 6.9%
COc1cc(C=NCc2ccccc2)ccc1O | -5.1%
CCc1cc2c(cc3c(=O)n(CC(=O)NC4CCC(C)CC4)nc(CC)n32)s1 (stereo not drawn) | 3.5%
CCOC(=O)c1c(NC(=O)c2cc(-c3ccc(Cl)cc3)on2)sc(C)c1C | -7.8%
CCCCCc1c(-c2ccc(F)cc2)ncn1CCc1ccccc1OC | -0.3%
Fc1ccc(Nc2ncnc3onc(-c4cccc(Cl)c4)c23)c(F)c1 | 2.3%
COc1ccc(CNc2nc(SCc3ccccc3Cl)nc3ccccc23)cc1 | -6.5%
CSCCC(NS(=O)(=O)c1ccc(Cl)cc1)C(=O)N1CCN(c2ccccc2)CC1 (stereo not drawn) | -2.6%
COc1ccc(CCNC(=O)c2ccc(NC(=O)CC3SC(N4CCCCC4)=NC3=O)cc2)cc1OC (stereo not drawn) | -14.3%
CCC(CC)C(=O)Nc1ccc(S(=O)(=O)N2CCC(c3nc4ccccc4s3)CC2)cc1 | 0.2%
COC(=O)C1=C(c2cc3ccccc3o2)C[C@@H]2CC[C@H]1N2C(=O)NCCNC(C)=O | -0.4%
Cc1ccc(C(=O)Nc2cc3cc(Cl)ccc3oc2=O)cc1 | -5.1%
CC(C)COc1ccc(C(=O)N2CCC(c3nc4ccccc4s3)CC2)cc1 | -2.1%
CCc1ccc(N2CCn3c2nc2c3c(=O)n(CCCc3ccccc3)c(=O)n2C)cc1 | -2.1%
CSc1ccc(CCNC(=O)Cn2ncn3c(cc4ccccc43)c2=O)cc1 | -1.7%
CCOC(=O)C1(C)CCCCCN1C(=O)c1csnn1 (stereo not drawn) | 6.3%
Clc1ccc2nc(CSc3nnc(-c4c[nH]c5ccccc45)o3)cn2c1 | 9.6%
CC1(C)Cc2cccc(OC(=O)NC3CCCCC3)c2O1 | 5.2%
O=C(Nc1cccc(OCc2cc(=O)n3ccccc3n2)c1)c1ccccc1Br | -9.3%
C[C@H]1CN([C@@H](C)CO)S(=O)(=O)c2ccc(Br)cc2O[C@H]1CN(C)C(=O)C1CCC1 | -2.4%
COc1ccc(CCNS(=O)(=O)c2ccc3c(c2)c(=O)n(C)c(=O)n3C)cc1OC | 3.5%
COc1cc(OC)c(NC(=O)C2=C(C)C(=O)OC23CCCCCC3)cc1Cl | -0.6%[15.4 µM]
O=C(NCCCN1CC1)Nc1cccc2ccccc12 | -1.0%
COc1cccc(CN(CC(=O)NCC2CCCO2)C(=O)CNS(=O)(=O)c2ccccc2)c1 (stereo not drawn) | -4.8%
CCC(CC)CN1CCC(CN2CCNC(=O)C2=O)CC1 | 5.2%
COC(=O)c1c(-c2cccs2)csc1NC(=O)COc1c(C)ccc(C)c1C | 4.8%
CCCS(=O)(=O)c1nc(S(=O)(=O)c2ccc(C)cc2)c(NC)s1 | -2.2%
Cc1c(C(=O)N(Cc2ccc(N(C)C)cc2)CC2CCCO2)oc2ccc(Br)cc12 (stereo not drawn) | -4.1%
CN(C)S(=O)(=O)n1cc(/C=C(\NC(=O)c2ccccc2F)C(=O)N2CCCCC2)c2ccccc21 | -10.8%
O=C(NCCc1ccccc1)c1ccc(-c2ccc(F)c(F)c2)c2ccoc12 | 4.1%
O=C(NCc1ccc(Cl)c(Cl)c1)c1cc(C2CCCCN2C(=O)c2ccccc2)on1 (stereo not drawn) | 0.9%
CCc1nc2ccc(C(=O)NCC3CCCCC3)cn2c1N(C)C(=O)c1cccc(OC)c1 | -12.4%
CCN(CC)S(=O)(=O)c1ccc2c(c1)N(CC(=O)N1CCN(c3cccc(OC)c3)CC1)C(=O)CO2 | 5.5%

The listing continues.
mol | Tb PYK inh
COC(=O)N1CCC[C@@]2(CCN(c3ccccn3)C2)C1 | -3.0%
CC1CCN(CC2CCN(C(=O)NCc3ccccc3)CC2)CC1 | 0.4%
N=C1C=CC(=C(c2ccc(N)cc2)c2ccc(N)cc2)C=C1 | ?
CCOc1ccc(NC(=O)c2cc3nc(-c4ccc(OC)cc4)cc(C(F)(F)F)n3n2)cc1 | -4.0%
CC(=O)N1CCc2cc(S(=O)(=O)NC(Cc3ccccc3)C(=O)Nc3cc(C)ccc3C)ccc21 (stereo not drawn) | 0.7%
COc1cc2c(cc1NS(=O)(=O)c1cccc(C#N)c1)n(C)c(=O)n2C | -24.6%
CCCc1cc(CN(C)C(=O)c2ccc(OC3CCN(C(C)=O)CC3)c(OC)c2)[nH]n1 | 2.0%
Cn1nc(Cc2cccc3ccccc23)c(C#N)c1N | 2.7%
COc1ccccc1CNC(=O)CCC(=O)N1CC2CCCN2c2ccccc21 (stereo not drawn) | 2.3%
CSCCC(c1nnnn1-c1ccc2c(c1)OCCO2)N1CCC(n2c(=O)[nH]c3ccccc32)CC1 (stereo not drawn) | -2.1%
O=S1(=O)N(Cc2ccccc2)CCCN1Cc1ccc(F)cc1Cl | -1.1%[15.4 µM]
COc1ccc(S(=O)(=O)Nc2ccc3c(c2)sc(=O)n3C)cc1Cl | 3.9%
Cc1cc(C)c2oc(-c3ccc(NC(=O)c4cc(Br)ccc4Cl)cc3)nc2c1 | 2.1%
CCC(=O)c1ccc(OC(=O)c2cccs2)cc1 | -5.9%
O=S1(=O)CC(N2CCN(CCO)CC2)CN1Cc1cn(Cc2cccc(C(F)(F)F)c2)nn1 (stereo not drawn) | -0.4%
CCN1C[C@]2(COC)CC[C@H](O)[C@@]34C5C[C@@H]6[C@@H](OC)C[C@@](O)(C5[C@H]6O)[C@](O)([C@@H](OC)C23)[C@@H]14 (stereo partly drawn) | -6.1%
O=C(CCC(=O)N1CCSc2ccccc21)NCc1ccccc1Cl | -1.7%
CCC(=NN=C(CC)c1ccccc1O)c1ccccc1O | -0.4%
CCC(c1nnnn1-c1ccc2c(c1)OCCO2)N1CCN(CC)CC1 (stereo not drawn) | 4.6%
O=c1c2cc3c(nc2ncn1Cc1ccc(Cl)cc1)CCCC3 | 0.0%
Cc1ccn2c(=O)c(C(=O)NCCc3ccccc3)c(O)nc2c1 | -2.0%
CCOC(=O)N1CCc2c(sc3c2c(=O)n(CCc2ccccc2)c(=O)n3CC(=O)Nc2cccc(C)c2)C1 | 3.4%
O=C(O)c1cccc2c1Oc1ccccc1S2(=O)=O | 2.6%
Cc1cc(NC(=O)c2cc(-c3ccc(Cl)c(Cl)c3)on2)n(-c2ccccc2)n1 | -5.1%
CC1CCN(C(=O)CSc2c(C(C)C)cnc3c2c(=O)n(C)c(=O)n3C)CC1 | ?
CCOCCn1ccc2c(OCC(=O)Nc3cccc(F)c3)cccc2c1=O | -2.1%
Cc1ccsc1CN(C(=O)c1oc2ccc(F)cc2c1C)C1CCS(=O)(=O)C1 (stereo not drawn) | 0.5%
COc1ccc(OC)c(CCNC(=O)CN2C(=O)COc3ccc(S(=O)(=O)N4CCC(C)CC4)cc32)c1 | -5.8%
CCOc1ccc(C=C2C(=O)NC(=S)NC2=O)cc1OCC | ?
CC(=O)NC(c1cccc(F)c1)c1nc(-c2ccc(C)c(C)c2)cs1 (stereo not drawn) | 3.9%
Cc1ccc(CNC(=O)c2ccc3c(c2)N(Cc2ccccc2F)C(=O)c2ccccc2S3(=O)=O)cc1 | -1.0%
CCOC(=O)c1cnc2c(C)c(Cl)ccc2c1Nc1ccc(C)cc1C | -0.4%
CCOc1ccccc1NC(=O)c1c(NC(=O)c2cccc(C)c2)sc2c1CCCC2 | -10.2%
CC1(C(=O)NS(=O)(=O)c2ccc(F)cc2F)CCN1C(=O)C1CCCCC1 (stereo not drawn) | -11.1%
CS(=O)(=O)c1ncc(Cl)c(C(=O)N(Cc2ccc(Cl)cc2)Cc2ccco2)n1 | -9.6%
O=C(NCCOc1ccccc1)C1Nc2ccc(OC(F)(F)F)cc2C2C=CCC12 (stereo not drawn) | -5.4%
CCN(CC)Cc1cc(Oc2ccc(O)c(CN(CC)CC)c2)ccc1O | -1.0%
CCOc1cc(Br)c(C(C)NC(=O)c2cccnc2)cc1OCC (stereo not drawn) | 5.2%
Cn1c(SCC(=O)Nc2nc3ccccc3s2)ncc(C(=O)Nc2ccc(Cl)cc2)c1=O | -5.2%
CC(C)(C)OC(=O)N1CCC(C(=O)Nc2cccc(C(=O)NC3CC3)c2)CC1 | -0.9%
Cc1ccccc1S(=O)(=O)NC(=O)C1(C)CCN1C(=O)CCc1ccc(Cl)cc1Cl (stereo not drawn) | -8.6%
Cc1ccsc1CNC(=O)C1(C)CCCN1CC(C)C (stereo not drawn) | 4.1%
C#CCOCCOCCOCCNc1nc(N2CCN(C(=O)[C@H]([C@@H](C)CC)n3cc(CCC(=O)O)nn3)CC2)nc(N2CCN(C(=O)[C@H](Cc3ccc(O)cc3)n3cc(CCO)nn3)CC2)n1 | 1.9%
COc1ccccc1OCc1nc(-c2cccc(C)c2)no1 | 9.8%
O=C(OCc1ccc(Br)cc1)c1cc([N+](=O)[O-])ccc1N1CCOCC1 | -6.7%
COc1ccc(CCNC(=O)c2c(C)oc3ncn(CC(C)C)c(=O)c23)c(OC)c1 | 3.2%
Cc1cccc(CNC(=O)c2ccc(NC(=O)N3CC(C)Sc4ccccc43)cc2)c1 (stereo not drawn) | -5.4%
Cc1ccc(S(=O)(=O)Nc2cc3c(cc2NCc2ccccc2)n(C)c(=O)n3C)cc1 | 0.6%

4 of these compounds, reformatted.
Cc1ccc(S(=O)(=O)Nc2cc3c(cc2NCc2ccccc2)n(C)c(=O)n3C)cc1
  Tb PYK inh: 0.6%
Cc1ccccc1S(=O)(=O)NC(=O)C1(C)CCN1C(=O)CCc1ccc(Cl)cc1Cl (stereo not drawn)
  Tb PYK inh: -8.6%
O=C(OCc1ccc(Br)cc1)c1cc([N+](=O)[O-])ccc1N1CCOCC1
  Tb PYK inh: -6.7%
Cc1ccsc1CNC(=O)C1(C)CCCN1CC(C)C (stereo not drawn)
  Tb PYK inh: 4.1%

Additional entries follow.
mol | Tb PYK inh
COc1ccc(OC)c(CN2CCN(Cc3ccc(OC)c(OC)c3OC)CC2)c1 | -14.2%
COc1ccc(CNC(=O)C2CCN(c3nnc(C)c4c(C)n(-c5ccc(C)cc5)nc34)CC2)cc1 | 9.0%
Cc1cc(C)c2c(n1)SCCN2C(=O)Nc1ccc(C(=O)Nc2ccc(C(C)C)cc2)cc1 | 3.6%[15.4 µM]
COc1cc(C(=O)N2CC(=O)Nc3ccc(C)cc3C2c2ccc(F)cc2)cc(OC)c1OC (stereo not drawn) | 5.8%
Nc1nccc(SCc2ccc(Cl)cc2Cl)n1 | 1.0%
COc1ccccc1CNS(=O)(=O)c1cc(Br)cc2c1N(C(C)=O)C(C)C2 (stereo not drawn) | -1.0%
Cc1ccccc1-c1ccnc2c(-c3ccc(F)cc3)c(C)nn12 | -14.8%
COCCN1C(=O)CCC1(C)c1nnnn1-c1ccc2c(c1)OCCO2 (stereo not drawn) | 2.0%
CCc1ccc(CNC(=O)Cc2c(C(=O)O)c(C)cn2C)cc1 | -4.1%
